ERAP1 HTS inh: human ERAP1 aminopeptidase inhibitors, primary screen, biochemical, single point, plate reader; Endoplasmic reticulum aminopeptidase 1 (Homo sapiens), Q9NZ08; recombinant ERAP1, Leu-AMC fluorescence, 60 min; 340,000 tested, 0.15% active; inhibition, % at 10.7 µM; AID 652197, 2013;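 active = mean replicate inhibition of at least 30%, or all replicates individually reaching that 30% level; inactive = mean below 30% and not every replicate reaching it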;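 note: 0% = neutral control wells and 100% = L-leucinethiol positive control wells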
ERp5 inh: inhibitors of ERp5-driven insulin aggregation, primary screen, biochemical, turbidity, absorbance 650 nm, single point. Protein disulfide-isomerase A6 (Homo sapiens), Q15084. inhibition, % at 9.99 µM. AID 651711, 2012. 90 min. 350,000 tested, 0.05% active;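 active = mean replicate inhibition above about 25%, with every replicate also reaching it, limit read from the data, passing the limit was not always enough; inconclusive = only one of those two criteria met; inactive = neither criterion met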
Target sequence (Q15084 whole entry, looked up): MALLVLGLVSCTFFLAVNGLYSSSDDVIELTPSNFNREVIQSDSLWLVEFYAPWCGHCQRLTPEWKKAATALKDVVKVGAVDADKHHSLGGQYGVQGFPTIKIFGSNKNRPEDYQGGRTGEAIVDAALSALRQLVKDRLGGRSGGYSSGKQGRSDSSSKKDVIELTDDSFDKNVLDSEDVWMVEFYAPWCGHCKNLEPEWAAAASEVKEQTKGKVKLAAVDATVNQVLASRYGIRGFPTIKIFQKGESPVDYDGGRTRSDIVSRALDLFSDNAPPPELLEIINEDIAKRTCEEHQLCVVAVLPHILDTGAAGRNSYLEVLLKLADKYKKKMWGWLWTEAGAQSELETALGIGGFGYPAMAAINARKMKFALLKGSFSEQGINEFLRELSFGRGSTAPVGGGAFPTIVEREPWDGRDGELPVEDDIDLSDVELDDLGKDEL
SIRT5 block: SIRT5 desuccinylase inhibitors, primary screen, biochemical, fluorescence imaging, single point, set 5; Purified SirT5, succinyl-peptide AMC, trypsin-coupled fluorescence; inhibition, % at 15 µM; NAD-dependent protein deacylase sirtuin-5, mitochondrial (Homo sapiens), Q9NXA8; 330,000 tested, 1.1% active; in the data active = inhibition above about 15%; inconclusive = no clear call, values can overlap the other calls
Target sequence (Q9NXA8 whole entry, looked up): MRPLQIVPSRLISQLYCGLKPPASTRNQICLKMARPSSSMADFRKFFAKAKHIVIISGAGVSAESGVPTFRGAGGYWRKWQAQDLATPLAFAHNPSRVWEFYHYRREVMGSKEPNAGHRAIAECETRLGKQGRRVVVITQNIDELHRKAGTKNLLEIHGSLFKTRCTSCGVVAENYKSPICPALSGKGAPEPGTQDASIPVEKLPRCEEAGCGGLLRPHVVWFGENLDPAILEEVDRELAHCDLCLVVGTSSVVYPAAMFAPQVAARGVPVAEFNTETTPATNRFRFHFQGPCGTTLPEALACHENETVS
CASP6 VEID inh: human caspase-6 inhibitors, primary screen, biochemical, VEID-R110 fluorescence, single point, set 2. purified caspase-6, Z-VEID-R110 cleavage fluorescence. inhibition, % at 12.5 µM. 350,000 tested, 0.53% active. AID 686996, 2013;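 active = mean inhibition across replicates at least about 35%, with every replicate also reaching that limit, limit read from the data; inconclusive = only one of the two criteria met; inactive = neither criterion met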;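 note: 0% = median of neutral control wells and 100% = no fluorescence left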
Target sequence (P55212 24-179 limits assumed): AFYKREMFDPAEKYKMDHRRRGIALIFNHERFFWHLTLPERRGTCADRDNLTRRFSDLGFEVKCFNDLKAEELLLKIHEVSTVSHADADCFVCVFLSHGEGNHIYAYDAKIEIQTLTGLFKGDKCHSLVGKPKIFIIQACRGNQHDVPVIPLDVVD
Target sequence (P55212 194-293 limits assumed): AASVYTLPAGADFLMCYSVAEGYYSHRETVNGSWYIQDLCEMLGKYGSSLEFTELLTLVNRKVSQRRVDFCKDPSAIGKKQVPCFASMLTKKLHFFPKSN
CFTR F508del cor: F508del CFTR correction, initial screen, CFBE line, single point. CFBE cells, YFP halide quenching; stimulated with forskolin plus potentiator P3; % fluorescence drop versus neutral controls. activity (quench increase), % at 7.58 µM. 350,000 tested, 0.36% active. AID 720511, 2013;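 active = mean added fluorescence quench of at least 8% versus neutral control, with both replicates also reaching 8%; inconclusive = only one of the mean or replicate conditions met; inactive = mean below 8% and not both replicates reaching 8%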;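 note: cells transiently co-express mutant CFTR-F508del with the halide-sensitive YFP; corrector assay measuring rescue of mutant channel to the surface after 24 h compound exposure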
miR-122 sensor: miR-122 Renilla sensor signal increase in Huh7, primary screen, miR-122 inhibitor project, cell-based, single point, plate reader | AID 602342, 2012 | Huh7 miR-122 Renilla luciferase sensor, 48 h; neutral wells = 0, positive control = 100 | activation (reporter increase), % at 12.5 µM | 340,000 tested, 0.3% active;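 active = mean replicate activation score at least 90 and every replicate individually at or above 90; inconclusive = only one of the two criteria met; inactive = neither criterion met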;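 note: higher luciferase means less miR-122 activity so hits act as miR-122 inhibitors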
DENV2 CPE: inhibitors of DENV2 cytopathic effect, primary screen, cell-based, plate reader, single concentration | DENV2-infected cells, cytopathic effect rescue | CPE inhibition, % at 9.99 µM | 350,000 tested, 1.7% active | AID 651640, 2012; in the data active = CPE inhibition above about 20%, passing the limit was not always enough; inconclusive = no clear call, values can overlap the other calls; tested in BHK-21 cells;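 note: 0% = median of neutral control wells and 100% = median of positive control wells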
* hit, by the source's call; ? = inconclusive; nt = no result given; [ ] = another dose, or the depositor's remark.

molecule,ERAP1 HTS inh,ERp5 inh,SIRT5 block,CASP6 VEID inh,CFTR F508del cor,miR-122 sensor,DENV2 CPE
O=C(Cn1cc(C(F)(F)F)ccc1=O)Nc1ccc2c(c1)OCCO2,0,-2,-3,3,0.5,-3,-2
Cc1ccc(S(=O)(=O)c2cc(O)ccc2O)cc1C,-1,1,0,1,1.9,nt,3
Cc1c(Cc2ccccc2)c(=O)[nH]c(=O)n1C,-1,5,1,-1,3.6,nt,-7
Cc1ccccc1C(N)c1ccncc1 (stereo not given),-4,-4,-1,-1,-0.1,-2,?
Cc1ccccc1CN1CCN(CC(=O)NCc2ccccc2)CC1,-1,-9,-1,-2,-1.1,5,3
CNC[C@H]1Oc2c(NC(=O)c3cc(C)nn3C)cccc2C(=O)N([C@@H](C)CO)C[C@@H]1C,1,-4,1,0,-0.9,-5[16.7 µM],-6
CC(C)CN(C(=O)COC(=O)Cc1c[nH]c2ccccc12)c1c(N)n(Cc2ccccc2)c(=O)[nH]c1=O,1,2,1,2,-2.6,2,2
COc1ccc(C(=O)C2CCCN(C(=O)Cn3ccc(C)n3)C2)cc1OC (stereo not given),14,-5,-1,-3,-1.4,-5,7
Brc1cccc(-c2nnc3sc(CN4CCC5(CC4)OCCO5)cn23)c1,3,-7,4,0,-1.2,1,2
Clc1cccc(-c2ccc(-c3nc4ccccn4c3NCc3ccccc3)cc2)c1,8,2,-1,-4,2.0,-11,-1
CCc1nc2ccc(C(=O)NCCN3CCNC3=O)cn2c1N(CC)Cc1cccc(Br)c1,-2,-7,-3,-15,-2.4,1,15
O=C(NCC[C@H]1CC[C@H](NS(=O)(=O)c2cccc(Cl)c2)[C@H](CO)O1)c1cnccn1,-1,5,1,-6,-2.2,nt,0
COc1ccc(-c2csc(NC(CO)c3nc4ccccc4n3CCCO)n2)cc1 (stereo not given),-1,0,nt,nt,0.6,-3,?
CCCNC(=O)N1CC2(C1)CN(C(=O)c1ccccc1)[C@H](CO)c1[nH]c3cc(OC)ccc3c12,2,1,2,1,-2.0,nt,-8
O=C(O)c1ccc(S(=O)(=O)Nc2ccc3c(c2)OCCO3)cc1,nt,3,-2,3,-0.4,-18,0
COc1ccc(-n2nc(C(=O)NCC(=O)N3CCN(Cc4ccc5c(c4)OCO5)CC3)c3ccccc3c2=O)cc1OC,0,-6,-4,-5,0.6,nt,-7
COc1cc2[nH]c(C)c(-c3ccccc3)c(=O)c2cc1Cl,9,-2,10,1,-4.7,nt,-1
CC(C)C[C@@H](C(=O)NCc1ccco1)N1C(=O)N2CCc3c([nH]c4ccccc34)[C@@]2(C)C1=O,0,3,2,4,3.1,2,-3
NC(=O)C1CCN(C(=O)c2cc3c(s2)CCCC3)CC1,1,-4,4,4,-1.2,-2,-4
CS(=O)(=O)N1CCN(c2ccccc2NC(=S)NC(=O)c2ccccc2[N+](=O)[O-])CC1,-3,4,-6,1,-2.1,nt,-9

Taken from above.
CCCNC(=O)N1CC2(C1)CN(C(=O)c1ccccc1)[C@H](CO)c1[nH]c3cc(OC)ccc3c12 @ ERAP1 HTS inh: 2
COc1ccc(-c2csc(NC(CO)c3nc4ccccc4n3CCCO)n2)cc1 (stereo not given) @ ERAP1 HTS inh: -1
Cc1ccccc1CN1CCN(CC(=O)NCc2ccccc2)CC1 @ ERp5 inh: -9
NC(=O)C1CCN(C(=O)c2cc3c(s2)CCCC3)CC1 @ CASP6 VEID inh: 4
O=C(O)c1ccc(S(=O)(=O)Nc2ccc3c(c2)OCCO3)cc1 @ miR-122 sensor: -18
CC(C)C[C@@H](C(=O)NCc1ccco1)N1C(=O)N2CCc3c([nH]c4ccccc34)[C@@]2(C)C1=O @ ERp5 inh: 3

Remaining list, next part:
molecule,ERAP1 HTS inh,ERp5 inh,SIRT5 block,CASP6 VEID inh,CFTR F508del cor,miR-122 sensor,DENV2 CPE
CCCN(C(=O)CSc1nnc(-c2ccncc2)n1CCC)c1c(N)n(Cc2ccccc2)c(=O)[nH]c1=O,0,-2,nt,-2,2.6,11,-7
COc1cccc(NC(=O)C[C@H]2CC[C@@H]3[C@@H](COc4ccc(NC(=O)C5CCC5)cc4C(=O)N3C)O2)c1,-1,1,2,0,-0.3,nt,-5
CCN(CC)C(=O)c1cccc2nc3ccccc3nc12,0,-8,5,0,-0.9,-4,15
CN(CC(=O)Nc1ccccc1Cl)C(=O)COC(=O)/C=C/c1cccs1,2,-20,4,3,0.4,-2,-9
CC(C)C#Cc1cnc2c(c1)C(=O)N([C@@H](C)CO)C[C@H](C)[C@@H](CN(C)C(=O)c1ccccc1)O2,-4,8,1,-2,-1.3,-4[16.7 µM],3
O=C(C[C@@H]1CC[C@H]2[C@@H](COC[C@@H](O)CN2C(=O)Nc2ccc(Cl)cc2)O1)NCC1CC1,0,0,-2,-1,-2.5,2[16.7 µM],-2
Cn1c(=O)c2c(ncn2CC(=O)N/N=C/c2ccc(Br)s2)n(C)c1=O,-8,7,-1,2,nt,-2,nt
CC(=O)c1cccc(-c2ccnc3c2CC(C(=O)N2CCN(C)CC2)O3)c1 (stereo not given),2,5,7,1,-0.7,nt,2
COc1ccc2c(ccc[n+]2[O-])c1,-4,-2,2,-1,-2.2,16,11
Cc1cc(OCc2cc(C(=O)N(C)C(C)c3ccccn3)no2)cc(C)c1Cl (stereo not given),2,0,7,6,-1.9,-6,31*
CC1NC(=S)N(Cc2ccccc2)C1=O (stereo not given),-1,-4,-1,0,-1.3,nt,7
CCn1c(C)nc2cc(C(=O)NNC(=S)Nc3ccccc3OC)ccc21,4,5,4,0,-1.6,nt,-2
CN(C)S(=O)(=O)N1CCN(c2ccc([N+](=O)[O-])c(N3CCCCC3)c2)CC1,2,-2,-4,1,1.6,nt,13
C[C@@H]1CN([C@@H](C)CO)C(=O)c2cccc(NC(=O)c3cnccn3)c2O[C@@H]1CN(C)C(=O)Nc1ccccc1,3,1,-3,0,1.8,15[16.7 µM],-4
COc1cc(C(=O)NCc2nnc(SCC(=O)Nc3c(C)cc(C)cc3C)o2)cc(OC)c1OC,-3,-2,-2,-1,0.2,3,0
CC(=O)Nc1cc2c3ccccc3ccc2c2ccccc12,0,6,0,-8,3.1,nt,-6
CC(=O)c1cccc(NC(=O)C(=O)Nc2cccc3ccccc23)c1,3,7,-2,-3,4.0,nt,-5
O=C(O)c1ccccc1C(=O)c1ccc(F)c(F)c1,-6,-4,-1,0,2.1,-4,6
O=C1C=CN(Cc2ccccc2)CC1,3,3,1,2,1.6,-6,3
CN1CCN(C(=O)C[C@H]2CC[C@H]3[C@H](COc4ccc(NC(=O)C5CCC5)cc4C(=O)N3C)O2)CC1,-1,-4,6,1,-1.8,nt,-4

Compound profiles (already shown). Screens in order: ERAP1 HTS inh	ERp5 inh	SIRT5 block	CASP6 VEID inh	CFTR F508del cor	miR-122 sensor	DENV2 CPE
Cn1c(=O)c2c(ncn2CC(=O)N/N=C/c2ccc(Br)s2)n(C)c1=O is entered as -8	7	-1	2	nt	-2	nt
CC1NC(=S)N(Cc2ccccc2)C1=O (stereo not given) is entered as -1	-4	-1	0	-1.3	nt	7
CC(=O)Nc1cc2c3ccccc3ccc2c2ccccc12 is entered as 0	6	0	-8	3.1	nt	-6
O=C(C[C@@H]1CC[C@H]2[C@@H](COC[C@@H](O)CN2C(=O)Nc2ccc(Cl)cc2)O1)NCC1CC1 is entered as 0	0	-2	-1	-2.5	2[16.7 µM]	-2

Reprinted from the listing, two compounds:
molecule,ERAP1 HTS inh,ERp5 inh,SIRT5 block,CASP6 VEID inh,CFTR F508del cor,miR-122 sensor,DENV2 CPE
CCCN(C(=O)CSc1nnc(-c2ccncc2)n1CCC)c1c(N)n(Cc2ccccc2)c(=O)[nH]c1=O,0,-2,nt,-2,2.6,11,-7
COc1cccc(NC(=O)C[C@H]2CC[C@@H]3[C@@H](COc4ccc(NC(=O)C5CCC5)cc4C(=O)N3C)O2)c1,-1,1,2,0,-0.3,nt,-5

Later entries:
molecule,ERAP1 HTS inh,ERp5 inh,SIRT5 block,CASP6 VEID inh,CFTR F508del cor,miR-122 sensor,DENV2 CPE
COc1ccc(-c2c(-c3ccsc3)oc(=O)c3cc(OC)c(OC)cc23)cc1,-2,-5,nt,-5,0.2,-3,12
CCOC(=O)N1CCC(N2Cc3cccc(C(=O)NC(C)c4ccc5c(c4)OCCO5)c3C2=O)CC1 (stereo not given),nt,-4,nt,3,4.5,1,6
O=C(O)c1ccc(Cl)c(S(=O)(=O)NCc2cccnc2)c1,-2,1,-2,2,0.0,0,nt
CC1Cn2c(Cc3ccccc3)nnc2S1 (stereo not given),3,-6,-2,1,-1.3,nt,11
CN(C)c1ccc(NC(=O)CSc2n[nH]c(-c3ccco3)n2)cc1,6,-5,2,2,nt,nt,5
CCc1nc2ccc(C(=O)Nc3cc(-c4ccccc4)ccc3OC)cn2c1N(C=O)CCC(C)C,0,6,4,0,-0.1,-10,?
CC(/C=C/c1ccco1)=N\NC(=O)COc1ccc(C)c(C)c1,3,4,-1,-2,-2.4,3,-6
FC(F)(F)c1nc2cc3nc4ccccc4[nH]c3cc2n1,-2,5,2,-3,2.3,nt,-18
C[C@@H]1CN([C@H](C)CO)C(=O)c2c(c3ccccc3n2C)-c2ccccc2CO[C@@H]1CN(C)Cc1ccc(Oc2ccccc2)cc1,-3,5,7,2,4.1,nt,10
CCCn1nc2cc(C(=O)NCc3ccc(C)cc3)ccc2c1OCC,-4,4,-9,1,0.7,-4,-6
COc1ccc(CNC(=O)c2c(N)[nH]c(C(=O)c3ccccc3)c2-c2ccc3ccccc3c2)cc1OC,-1,-1,2,-1,-0.7,nt,-11
CC(=O)N(C)C[C@H]1Oc2ncc(-c3cncnc3)cc2C(=O)N([C@H](C)CO)C[C@H]1C,1,4,0,-4,-1.9,3[16.7 µM],12
C[C@@H]1CCCCO[C@H](CN(C)C(=O)Nc2ccc3c(c2)OCO3)[C@H](C)CN([C@H](C)CO)C(=O)c2cc(NC(=O)c3ccccc3)ccc2O1,0,1,2,-1,0.9,4[16.7 µM],10
Cc1noc(C)c1NC(=O)Nc1ccc2c(c1)C(=O)N([C@H](C)CO)C[C@H](C)[C@@H](CN(C)S(=O)(=O)c1ccc(F)cc1)OCCCC[C@@H](C)O2,15,1,1,2,-0.6,-3[16.7 µM],2
COc1ccc2nc(N3CCCCC3)c(/C=C3\SC(=S)NC3=O)cc2c1,11,3,7,2,1.1,3,16
CN1[C@@H]2c3ccc(C4=CCCC4)c(=O)n3C[C@H]1[C@H](CO)[C@H]2C(=O)N1CCOCC1,-1,2,-5,-2,-0.1,3[16.7 µM],15
O=C(C1CC1)N1CCC(c2nc(-c3ccc(S(=O)(=O)N4CCCC4)cc3)no2)CC1,1,-5,-9,0,-1.6,-1,1
COc1ccccc1CCNC(=O)CSc1nc(=O)[nH]c2c1CCC2,2,3,2,3,-3.5,nt,-1
CC(C)N1C(=O)[C@@]2(Cc3ccccc31)c1ccccc1C(=O)N(Cc1ccccc1)[C@H]2c1ccc(CO)cc1,1,1,1,4,-0.2,nt,16
COc1ccc(C=O)c(OC)c1,-1,5,-1,2,-0.6,-3,2

DENV2 CPE: entries above that show a hit.
molecule,ERAP1 HTS inh,ERp5 inh,SIRT5 block,CASP6 VEID inh,CFTR F508del cor,miR-122 sensor,DENV2 CPE
Cc1cc(OCc2cc(C(=O)N(C)C(C)c3ccccn3)no2)cc(C)c1Cl (stereo not given),2,0,7,6,-1.9,-6,31*

Screening results (PubChem)
